High-throughput results: PubChem BioAssay, Sanford-Burnham Center for Chemical Genomics
EBI2 block = antagonists of human EBI2 receptor; P32249; EBI2 beta-arrestin recruitment, luminescence, 7a,25-OHC stimulated; inhibition, % at 5 µM; hit rate 0.81% among 360,000; AID 651636; in the data active = inhibition above about 38%;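 also: enzyme fragment complementation signal reports receptor beta-arrestin coupling in cells; 0% = agonist plus DMSO wells and 100% = wells without agonist; some results beyond the cut were filed as inactive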
Target sequence (P32249 whole entry, looked up, the tested form may be a part): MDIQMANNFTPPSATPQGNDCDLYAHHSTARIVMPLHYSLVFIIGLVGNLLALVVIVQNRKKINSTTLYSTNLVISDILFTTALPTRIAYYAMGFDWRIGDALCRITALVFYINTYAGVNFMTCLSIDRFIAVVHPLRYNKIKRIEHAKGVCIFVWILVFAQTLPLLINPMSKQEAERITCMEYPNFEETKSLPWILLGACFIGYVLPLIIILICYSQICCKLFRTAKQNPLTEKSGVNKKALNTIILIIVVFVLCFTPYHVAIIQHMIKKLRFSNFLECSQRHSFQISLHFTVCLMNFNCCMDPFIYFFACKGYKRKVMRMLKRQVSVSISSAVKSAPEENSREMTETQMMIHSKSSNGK
GRIN3A LBD mod = modulators (binders) of human NR3A ligand-binding domain. NR3A LBD differential scanning fluorimetry, Tm shift; 0% = protein alone, 100% = glycine-bound protein. Tm shift relative to glycine control, % at 25 µM. hit rate 2.5% among 340,000;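 active = melting temperature shift of at least 10% of the positive control shift, at one fixed dose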
MPTP inh = blocks calcium-induced mitochondrial swelling. AID 602449. isolated mouse mitochondria, Ca2+ swelling absorbance, 30 min. hit rate 1.4% among 360,000. inhibition, % at 10 µM;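 active = inhibition of 50% or more, scaled per plate between neutral and stimulator controls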;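 also: 0% = DMSO wells given calcium and 100% = 1 mM EGTA wells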
APOBEC3G inh = inhibitors of human APOBEC3G DNA deaminase; AID 493012; hit rate 0.28% among 330,000; inhibition, % at 20 µM; recombinant A3G, ssDNA deamination FAM/TAMRA fluorescence; Q9HC16;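 active = inhibition of at least 40% at 20 µM, with no more than 30% in the related APOBEC3A deaminase screen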;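 also: plate controls were DMSO wells with A3G for no effect and wells lacking A3G enzyme for full effect; some compounds called inactive have numbers as strong as hits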
Target sequence (Q9HC16 whole entry, looked up): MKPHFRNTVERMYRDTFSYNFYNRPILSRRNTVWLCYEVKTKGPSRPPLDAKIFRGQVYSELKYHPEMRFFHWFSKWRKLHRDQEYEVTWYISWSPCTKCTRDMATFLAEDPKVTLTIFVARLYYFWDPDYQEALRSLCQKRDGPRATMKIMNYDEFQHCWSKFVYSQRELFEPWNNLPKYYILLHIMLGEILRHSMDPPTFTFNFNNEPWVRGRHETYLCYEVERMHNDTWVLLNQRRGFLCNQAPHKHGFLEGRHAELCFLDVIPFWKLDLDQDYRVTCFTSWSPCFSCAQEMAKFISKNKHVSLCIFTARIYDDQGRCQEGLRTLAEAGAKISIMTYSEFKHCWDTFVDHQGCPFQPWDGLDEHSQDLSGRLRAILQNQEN
CCR6 antagonist = CCR6 (human) receptor antagonism | hit rate 0.49% among 340,000 | P51684 | inhibition, % at 20 µM | AID 493098 | CHO-K1 CCR6 PathHunter beta-arrestin, luminescence, CCL20-stimulated;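 active = compounds whose inhibition of the agonist-driven luminescence signal at 20 µM reaches about 50%, limit read from the data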;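 also: cells stimulated with CCL20 at 14 nM final; plate controls were DMSO with CCL20 for no effect and DMSO without agonist for full effect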
Gli-Sufu block = Gli-Sufu pathway antagonism; Sufu-KO-LIGHT fibroblasts, Gli luciferase reporter luminescence; inhibition, % at 5 µM; hit rate 0.74% among 340,000;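 active = inhibition above about 55%, limit read from the data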;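 also: 0% = DMSO-treated cells and 100% = wells with medium but no cells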
CXCR6 inh = CXCR6 (human) receptor inhibition; O00574; CHO-K1 PathHunter CXCR6 beta-arrestin, luminescence; inhibition, % at 20 µM; hit rate 0.36% among 360,000; AID 602244; in the data active = inhibition above about 34%, passing the limit was not always enough;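 also: antagonist mode with CXCL16 agonist at 10 nM final; 0% = 10 nM CXCL16 with DMSO and 100% = unstimulated wells without agonist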
A3A deaminase = inhibitors of human APOBEC3A DNA deaminase. hit rate 0.41% among 330,000. inhibition, % at 20 µM. recombinant A3A, FAM/TAMRA ssDNA deamination fluorescence. AID 493011;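 active = at least 40% inhibition at 20 µM here, with at most 30% in a related deaminase screen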;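 also: plate controls were A3A with DMSO for no effect and wells lacking A3A enzyme for full effect; some results filed as inactive read as strong as hits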
Target sequence (P31941 whole entry, looked up): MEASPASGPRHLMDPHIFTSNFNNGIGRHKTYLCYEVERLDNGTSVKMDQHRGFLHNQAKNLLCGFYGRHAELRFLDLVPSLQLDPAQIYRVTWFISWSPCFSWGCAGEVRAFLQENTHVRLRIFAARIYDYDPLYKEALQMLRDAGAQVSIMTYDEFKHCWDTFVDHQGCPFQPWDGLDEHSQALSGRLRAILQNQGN
Starred values were filed as active, the others as inactive; · = no result given. An excerpt; rates above refer to the full screens.

canonical_smiles,EBI2 block,GRIN3A LBD mod,MPTP inh,APOBEC3G inh,CCR6 antagonist,Gli-Sufu block,CXCR6 inh,A3A deaminase
CC1=C(C(=O)Nc2ccccc2)SCCO1,-3,1,0.2,-3,2,-3,2,-3
COc1cc(CN2CCCC(C(=O)c3sccc3C)C2)cc(OC)c1O (centres undefined),7,-3,-0.7,-1,-2,15,-7,-5
OC(CNCc1ccccc1)c1ccc(Cl)cc1 (centres undefined),-2,3,-0.4,·,-1,9,3,·
Nc1ncnc2c1ncn2[C@@H]1O[C@H](COP(=O)(O)CP(=O)(O)O)[C@@H](O)[C@H]1O,-5,-1,0.5,·,12,5,-8,·
CC(=NCCC1=CCCCC1)c1c(O)n(-c2ccccc2)c(=O)[nH]c1=O,-2,1,3.8,-4,17,-3,4,-2
CCC(=O)C(CCN1CCOCC1)(c1ccccc1)c1ccccc1,-13,-2,2.8,-4,8,8,0,-4
Cc1ccccc1N,0,2,-0.7,-5,2,-15,1,0
C1=C(c2ccccc2)CCNC1,-5,-1,1.0,-1,12,1,-10,3
CCOC(=O)CNC(=S)N1CC2C[C@@H](C1)Cn1c2cccc1=O,-15,0,-1.0,-10,-2,0,1,-5
O=c1[nH]c(=O)n(-c2ccccc2)c(O)c1/C=C/C=Nc1ccccc1,-16,-2,3.6,-5,3,5,2,-2
Cc1nc2cc(-c3ccc(Cl)cc3)nn2c(C)c1CCC(=O)N1CCC2(CC1)OCCO2,20,-1,1.6,·,15,15,-3,·
CCOC(=O)C1CCN(/C=C2/C(=O)NC(=S)N(c3cccc(OC)c3)C2=O)CC1,2,4,1.7,0,-11,-10,-11,-2

An excerpt from above in order of molecular weight, high to low.
canonical_smiles,EBI2 block,GRIN3A LBD mod,MPTP inh,APOBEC3G inh,CCR6 antagonist,Gli-Sufu block,CXCR6 inh,A3A deaminase
Cc1nc2cc(-c3ccc(Cl)cc3)nn2c(C)c1CCC(=O)N1CCC2(CC1)OCCO2,20,-1,1.6,·,15,15,-3,·
Nc1ncnc2c1ncn2[C@@H]1O[C@H](COP(=O)(O)CP(=O)(O)O)[C@@H](O)[C@H]1O,-5,-1,0.5,·,12,5,-8,·
CCOC(=O)C1CCN(/C=C2/C(=O)NC(=S)N(c3cccc(OC)c3)C2=O)CC1,2,4,1.7,0,-11,-10,-11,-2
COc1cc(CN2CCCC(C(=O)c3sccc3C)C2)cc(OC)c1O (centres undefined),7,-3,-0.7,-1,-2,15,-7,-5
CC(=NCCC1=CCCCC1)c1c(O)n(-c2ccccc2)c(=O)[nH]c1=O,-2,1,3.8,-4,17,-3,4,-2
CCC(=O)C(CCN1CCOCC1)(c1ccccc1)c1ccccc1,-13,-2,2.8,-4,8,8,0,-4
CCOC(=O)CNC(=S)N1CC2C[C@@H](C1)Cn1c2cccc1=O,-15,0,-1.0,-10,-2,0,1,-5
O=c1[nH]c(=O)n(-c2ccccc2)c(O)c1/C=C/C=Nc1ccccc1,-16,-2,3.6,-5,3,5,2,-2
OC(CNCc1ccccc1)c1ccc(Cl)cc1 (centres undefined),-2,3,-0.4,·,-1,9,3,·
C1=C(c2ccccc2)CCNC1,-5,-1,1.0,-1,12,1,-10,3
Cc1ccccc1N,0,2,-0.7,-5,2,-15,1,0

Next records
canonical_smiles,EBI2 block,GRIN3A LBD mod,MPTP inh,APOBEC3G inh,CCR6 antagonist,Gli-Sufu block,CXCR6 inh,A3A deaminase
CN1CCc2cc3c(cc2C1)OCO3,0,1,-0.9,·,-7,-10,2,·
CCN1CCN(CC(c2ccccc2)c2ccccc2)CC1,-4,0,-0.4,-7,2,-2,-1,-4
c1ccc(-c2[nH]c(-c3ccccc3)[n+](CC3CO3)c2-c2ccccc2)cc1 (centres undefined),24,-4,1.1,-8,3,1,-12,-2
CN1C(=O)C(Cc2nc3ccccc3c(=O)n2-c2ccccc2)c2ccccc21 (centres undefined),11,-2,-0.2,-10,-13,8,0,1
O=c1[nH]c(=S)[nH]c(O)c1N=Nc1ccc(S(=O)(=O)N2CCc3ccccc32)cc1,12,-2,3.4,3,42,-3,20,7
COc1cc(CC2C(=O)N(C)C(=O)N(C)C2=O)ccc1OCc1ccccc1,-5,-5,-0.6,-1,-11,-16,-11,0
CC(C(=O)c1ccc2ccccc2c1)N1CCCCC1 (centres undefined),-2,-6,-0.8,-6,-3,-3,5,3
ClCCN(CCCl)c1ccc(C=NNc2ncccn2)cc1,22,-3,1.2,·,13,-65,5,·
CC1C2Cc3ccc(O)cc3[C@]1(C)CCN2CCc1ccccc1 (some centres undefined),4,0,1.5,0,2,7,2,-1
O=C(/C=C/c1ccc(F)cc1)NC(=S)N1C[C@H]2C[C@H](C1)c1cccc(=O)n1C2,-3,-2,-2.1,-5,6,2,2,3
C=CCn1c(O)c(C(C)=Nc2ccc3c(c2)CCC3)c(=O)[nH]c1=O,1,1,3.6,-7,6,-1,-1,-4
CCOc1cc2c(cc1OCC)-n1cccc1C(c1ccc(C)cc1C)NC2 (centres undefined),8,0,1.0,-7,21,12,4,-5

(list continues)
canonical_smiles,EBI2 block,GRIN3A LBD mod,MPTP inh,APOBEC3G inh,CCR6 antagonist,Gli-Sufu block,CXCR6 inh,A3A deaminase
COC(=O)C1=C(c2ccccc2)C[C@@H]2CC[C@H]1N2C(=O)N1CCC(O)CC1,3,0,-2.9,0,3,-10,-2,6
COc1ccc(NC(=O)CN(C)C(=O)CSC(c2ccccc2)c2ccccc2)cc1,18,-7,0.7,-5,25,-8,5,0
N#CC1(c2ccccc2)CCN(C2CC(=O)N(c3ccc(F)cc3)C2=O)CC1 (centres undefined),0,2,0.8,-4,6,-3,4,-1
CN1C(=O)C(Cc2ccccc2)C(=O)N(C)C1=O,-3,10,0.4,·,10,-27,4,·
O=c1[nH]c(=O)n(Cc2ccccc2)c(O)c1C=Nc1ccc(CN2CCOCC2)cc1,-1,-11,-0.2,-3,38,10,17,-2
O=[N+]([O-])c1oc2ccc3ccccc3c2c1CCO,-27,2,0.6,·,12,39,-13,·
COc1cc2c(cc1OC)C13CCN4CC5CCOC6CC(=O)N2C1C6C5CC43 (centres undefined),-2,2,-1.7,·,4,-5,1,·
Cc1cccn2c(=O)c3c(nc12)N1CCCCC1C1(C3)C(=O)N(C)C(=O)N(C)C1=O (centres undefined),-11,-3,1.1,-11,-3,3,-1,-3
CC(C)CCn1c(=O)c(C(=O)NCc2ccco2)c(O)c2ccccc21,6,-1,-5.7,-4,3,-2,6,6
O=C(c1ccc(N2CC3CC(C2)c2cccc(=O)n2C3)c([N+](=O)[O-])c1)N1CCCCC1 (centres undefined),-5,-1,1.6,-3,1,1,-1,-3
COc1ccc(N=Cc2c(O)n(CC3CCCO3)c(=O)[nH]c2=O)cc1 (centres undefined),55*,-19,0.9,-7,-4,6,-4,-5
CCn1c(O)c(N=Nc2ccc(S(=O)(=O)N3CCOCC3)cc2)c(=O)n(CC)c1=S,18,1,4.1,0,29,2,23,4

(cont.)
canonical_smiles,EBI2 block,GRIN3A LBD mod,MPTP inh,APOBEC3G inh,CCR6 antagonist,Gli-Sufu block,CXCR6 inh,A3A deaminase
NP(=O)(OCCCc1ccccc1)c1ccccc1 (centres undefined),-6,0,1.1,-9,-5,-2,-1,-2
CCN(CC)CCOC(=O)C(O)(c1ccccc1)c1ccccc1,3,2,-1.2,-6,-2,5,-8,-6
O=C(N/N=C/c1c(O)n(CCc2ccc(F)cc2)c(=O)[nH]c1=O)c1ccncc1,-3,-6,-21,-6,-2,4,9,-10
O=P(Nc1ccccc1)(Nc1ccccc1)Oc1ccc(Cl)cc1,5,-2,-2.5,-5,-6,1,-1,-1
COc1ccc(-n2c(O)c(C=NCc3ccc4c(c3)OCO4)c(=O)[nH]c2=O)cc1,6,-2,-1.2,-7,18,-6,-4,-1
Cc1cccc(CN2CCCN(Cc3ccc(Cl)cc3)S2(=O)=O)c1,-14,3,1.3,-7,16,1,-1,-2
CCN1CCN(c2ccc(N)cc2)CC1,-6,-1,-0.9,-6,6,9,-15,-11
O=C1NC(=O)C(=Cc2ccco2)C(=O)N1,-6,1,-2.4,·,-9,1,-7,·
COc1ccc(-n2c(O)c(C=NCCN(C)C)c(=O)[nH]c2=O)cc1,-8,-4,0.8,-1,-10,-12,-16,-1
Cc1ccc(C2(O)CC(C)N(C)CC2C)cc1 (centres undefined),-14,-4,-1.7,-7,-2,6,7,2
COP(=S)(OC)Oc1ccc(Sc2ccc(OP(=S)(OC)OC)cc2)cc1,8,-22,50,·,17,-1,-3,·
O=C(CCCOc1ccc(Cl)cc1Cl)N1CCC2(CC1)OCCO2,8,-2,-0.7,-5,-1,34,6,-1

The list goes on.
canonical_smiles,EBI2 block,GRIN3A LBD mod,MPTP inh,APOBEC3G inh,CCR6 antagonist,Gli-Sufu block,CXCR6 inh,A3A deaminase
CC1C=CCCC12C(=O)NC(=O)NC2=O (centres undefined),-11,0,-1.2,·,-5,-1,-2,·
N=C1c2ccccc2CN1NC(=O)c1ccc(Br)o1,-3,-19,-2.7,-4,11,-1,2,-3
C#C[C@]1(O)CCC2C3C(CC[C@@]21C)[C@@]1(C)CC[C@@H](O)CC1=C[C@H]3O (some centres undefined),-15,3,-1.4,-11,4,-4,4,-3
CC(N)Cc1c[nH]c2c1ccc1ccccc12 (centres undefined),-9,1,1.6,-6,-5,6,-11,-2
CCOP(=O)(CCP(=O)(OCC)OCC)OCC.C[CH2][Sn]([Cl])([Cl])[CH2]C,-20,0,-1.3,·,13,63*,-2,·
C[N+]1(C)C2CC[C@H]1CC(OC(=O)C(CO)c1ccccc1)C2 (some centres undefined),-4,-3,-4.1,-4,-6,-1,2,-2
O=C1C2C3CCC(O3)C2C(=O)N1CCO (centres undefined),-7,-1,1.8,-2,-5,3,-2,1
Oc1cc2c(cc1CN1CCN(c3ccccc3F)CC1)OCO2,7,-4,1.0,-13,11,-11,4,-1
CN1C(=O)c2ccccc2NC(=O)C1Cc1ccccc1 (centres undefined),-6,-3,-1.0,-7,3,12,3,-3
COc1cc(CC2(CCc3ccncc3)C(=O)NC(=O)NC2=O)cc(OC)c1OC,2,-3,-0.5,-7,0,1,3,1
O=S1(=O)N(CCN2CC=C(c3c[nH]c4cc(F)ccc34)CC2)c2cccc3c2N1CCC3,9,-4,2.1,-4,2,21,-1,-6
